# Screening data (PubChem BioAssay)
# HttQ103 aggreg: qHTS Multiplex Assay to Identify Dual Action Probes in a Cell Model of Huntington: Aggregate Formation (GFP). actives 1.1% (n = 220,000). PC12 HttQ103-GFP aggregates, Acumen cytometry, 40 h. AID 1688, 2009. Potency, µM (titrated, usually from 46.1 µM), inactives show top-dose activity change, negative = inhibition, actives largely listed as inhibitors; further: potency means the concentration at half of the fitted maximal effect; on the % scale 0 is the no-effect control and ±100 the full control effect; nearly all actives have a fitted effect of over 60% in size
#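 Aggregates are detected as GFP objects 1–25 µm with signal 6 STDEV over background in lysates of induced PC12 cells. These carry Huntingtin exon 1 with 103 glutamines fused to GFP under an ecdysone promoter; compounds titrated.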
# Luc counter: Counterscreen for Luciferase (Kinase-Glo TM) Inhibition; AID 1379, 2008; actives 0.28% (n = 200,000); Potency, µM (series often up to 38.3 µM), for inactives: at the top dose activity change, negative = inhibition, most hits filed as inhibitors; Kinase-Glo luciferase, ATP luminescence, 8 min; Luciferin 4-monooxygenase (Photuris pensylvanica), Q27757; further: potency means the concentration at half of the fitted maximal effect; on the % scale 0 is the no-effect control and ±100 the full control effect; nearly all actives have a fitted effect of over 60% in size
#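 Inhibition of Kinase-Glo luciferase light generation was assessed at 10 uM ATP in pH 7.2 imidazole buffer, with luminescence measured after eight minutes at ambient temperature.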
# SMN2 splice up: qHTS Assay for Enhancers of SMN2 Splice Variant Expression; Potency, µM (series often up to 46.1 µM), for the others: at the highest dose activity change, positive = activation, usual class: activators; HEK293 SMN2-luciferase splicing reporter, luminescence, 30-36 h; AID 1458, 2008; actives 2.8% (n = 210,000); further: potency means the concentration at half of the fitted maximal effect; % of control where 0% means no effect; nearly all actives have a fitted effect of over 55% in size
#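 HEK293 cells carry an SMN2 minigene-luciferase reporter in which exon 7 inclusion puts luciferase in frame. Cells were seeded at 2000 cells/well, attached for 10-12 hours, then exposed to compounds for 30-36 hours at 37C before ONE-Glo luminescence.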
# Lamin A splicing: qHTS Assay for Modulators of Lamin A Splicing; Potency, µM (doses to about 46.1 µM), without a hit: at the top dose ratio change, negative = inhibition, most hits filed as inhibitors; AID 1487, 2009; HeLa LMNA splicing GFP/RFP minigene ratio, 48 h; actives 0.01% (n = 200,000); active means well fitted inhibition curve with a large enough effect in the signal ratio, with a control signal flat, not every such curve was filed as active; inconclusive means small, poorly fitted or top-dose-only effect, or effect the other way, or a change in a side signal; the % refers to the signal ratio; further: potency means the concentration at half of the fitted maximal effect; on the % scale 0 is the no-effect control and ±100 the full control effect
#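 S3 HeLa stable clones carrying a lamin A-EGFP splicing minigene plus DsRed2 were seeded at 600 cells/well in Opti-MEM with 2% FBS, pin-dosed and incubated 48 h at 37°C. Acumen cytometry (488 nm) gave the GFP/RFP total-intensity ratio.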
# HTT cytoprotect: qHTS Multiplex Assay to Identify Dual Action Probes in a Cell Model of Huntington: Cytoprotection (ATP) | PC12 HTT-Q103 induced, cytoprotection, ATP luminescence, 40 h | Potency, µM (doses to about 56.4 µM), inactives show cytoprotection (ATP increase), usual class: activators | actives 0.14% (n = 230,000) | AID 1471, 2008;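 further: potency means the concentration at half of the fitted maximal effect; % of control where 0% means no effect; nearly all actives have a fitted effect of over 45% in size; toxic huntingtin expression switched on by the ecdysone agonist tebufenozide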
#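 Compounds were screened for protection of PC12 cells against cell death after tebufenozide induction (100 nM final) of mutant Huntingtin exon 1 (Q103) fused to GFP.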
# CBFb RUNX1 block: qHTS Assay for Compounds Blocking the Interaction Between CBF-beta and RUNX1 for the Treatment of Acute Myeloid Leukemia | AID 1477, 2009 | AlphaScreen CBFb-His/RUNX1-biotin binding, biochemical | Runt-related transcription factor 1 (Homo sapiens) + Core-binding factor subunit beta … | 230,000 tested, under 10 active | Potency, µM (series often up to 59.8 µM), for the others: at the highest dose activity, negative = inhibition, most hits filed as inhibitors; further: % of control where 0% means no effect
# Target sequence (Q01196 whole entry, looked up): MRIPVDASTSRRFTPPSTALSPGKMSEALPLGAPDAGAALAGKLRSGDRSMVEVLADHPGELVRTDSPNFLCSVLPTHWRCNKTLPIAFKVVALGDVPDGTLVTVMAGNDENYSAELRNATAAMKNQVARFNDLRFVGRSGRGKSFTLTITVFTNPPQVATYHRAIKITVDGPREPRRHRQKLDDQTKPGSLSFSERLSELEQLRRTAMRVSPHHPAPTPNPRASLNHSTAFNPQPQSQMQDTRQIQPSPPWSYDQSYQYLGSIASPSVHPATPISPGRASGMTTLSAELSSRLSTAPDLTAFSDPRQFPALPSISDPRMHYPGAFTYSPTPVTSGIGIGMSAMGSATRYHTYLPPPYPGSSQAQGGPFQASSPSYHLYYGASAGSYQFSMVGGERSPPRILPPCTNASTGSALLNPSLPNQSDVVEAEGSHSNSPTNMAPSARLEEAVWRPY
# Target sequence (Q13951 whole entry, looked up): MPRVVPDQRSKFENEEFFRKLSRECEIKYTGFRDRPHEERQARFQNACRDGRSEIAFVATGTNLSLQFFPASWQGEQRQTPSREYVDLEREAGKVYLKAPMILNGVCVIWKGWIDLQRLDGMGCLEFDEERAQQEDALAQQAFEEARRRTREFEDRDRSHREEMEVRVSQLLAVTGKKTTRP
#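 CBF-beta (His) and RUNX1 (biotin), 30 nM each; 20 min preassociation; + compound, 15 min; + beads 50 ng each (Ni, streptavidin), 90 min; RT; AlphaScreen read.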
# IMPase Li cell: qHTS Assay for Identifying the Cell-Membrane Permeable IMPase Inhibitors: Potentiation with Lithium; CHO-M1 cells, IP1 TR-FRET (IP-One), carbachol + lithium; Potency, µM (top dose mostly 59.4 µM), inactives show top-dose activity, negative = IMPase inhibition, hits mostly inhibitors; actives 0.35% (n = 210,000);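 further: IP1 builds up when IMPase is blocked and the TR-FRET signal falls; potency means the concentration at half of the fitted maximal effect; plate controls were basal vehicle for no effect and high inhibitor control for full effect; nearly all actives have a fitted effect of over 50% in size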
#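 Lithium-sensitised IP1 accumulation assay; M1-expressing CHO cells treated 30 min at 37C with compound. Competitive antibody detection by time-resolved FRET followed a 10 min room-temperature lysis step.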
# Active calls of the source: *; ? = inconclusive; · = no result given; [ ] = dose if it differs, or a comment. Unless noted, the call rests on the fitted dose curve; in most records, active means well fitted curve in the direction sought with a large enough effect; inconclusive means small, poorly fitted or top-dose-only effect, or another doubt; inactive means no such curve, though single readings can be large; an effect the other way counts as inactive or inconclusive. Compounds as they come (roughly 4% active in at least one column).
# The opening 2 records (preview)
SMILES,HttQ103 aggreg,Luc counter,SMN2 splice up,Lamin A splicing,HTT cytoprotect,CBFb RUNX1 block,IMPase Li cell
NC(=O)C1CCN(c2nnnn2-c2ccccc2)CC1,3%,0%,-15%,1%,1%,-2%,24%[38.3 µM]
CCOC(=O)c1c(C)[nH]c(C(=O)COC(=O)c2oc3ccc(OC)cc3c2C)c1C,5%,2%,-10%,5%,-26%[10 µM],2%,-14%[38.3 µM]

# The listing (from the top)
SMILES,HttQ103 aggreg,Luc counter,SMN2 splice up,Lamin A splicing,HTT cytoprotect,CBFb RUNX1 block,IMPase Li cell
NC(=O)C1CCN(c2nnnn2-c2ccccc2)CC1,3%,0%,-15%,1%,1%,-2%,24%[38.3 µM]
CCOC(=O)c1c(C)[nH]c(C(=O)COC(=O)c2oc3ccc(OC)cc3c2C)c1C,5%,2%,-10%,5%,-26%[10 µM],2%,-14%[38.3 µM]
COc1ccc(C(=O)Nc2nc(N)n(-c3ccccc3)n2)cc1OC,-13%,-5%,-2%,-3%,9%,-7%,-13%[38.3 µM]
COc1ccccc1NC(=O)CN(c1ccc(C)cc1)S(=O)(=O)c1c(C)n[nH]c1C,?,·,·,?,-16%,7%,·
O=C(CNC(=O)c1ccc(Br)o1)OCC(=O)c1cccc([N+](=O)[O-])c1,-10%[9.22 µM],0%,?,·,-23%[10 µM],-1%,-1%
Cc1cc(Nc2ccccc2)c2c([N+](=O)[O-])c(C)cc(C)c2n1,5%,-4%,-23%,?,0%[10 µM],?,11%[38.3 µM]
Cc1ccc(S(=O)(=O)N2CCN(C(=O)C3CCCCC3)CC2)cc1,6%,-3%,-11%,-9%,-10%[10 µM],2%,-9%[38.3 µM]
Cc1ccc(N(C(C)C(=O)Nc2cccc(N(C)S(C)(=O)=O)c2)S(C)(=O)=O)cc1 (centres undefined),7%[9.22 µM],4%,·,7%[46 µM],1%[10 µM],2%,1%
Cc1nn(-c2ccccc2)c2c1C(c1ccccc1)C(C#N)=C(N)O2 (centres undefined),10%,3%,-7%,-12%,-14%[10 µM],-6%,3%
Cc1ccc(/C=N/OC(=O)c2nn(C)cc2Cl)cc1,-6%,-13%,-6%,·,?,3%,-11%
COc1cc(NC(=O)Cc2ccc(Cl)cc2)ccc1NC(=O)c1ccco1,-4%,-4%,-18%,-10%,-19%,0%,-16%[38.3 µM]
CCN1CCN(C(C(=O)NC2CCCCC2)c2ccc(Cl)cc2)CC1 (centres undefined),-3%,-3%,18%,-3%,-9%,0%,27%[38.3 µM]
CC(C)Cc1nnc(NC(=O)CCC(=O)N2CCN(c3ccccn3)CC2)s1,-5%,0%,7%,0%,-11%,3%,-1%[38.3 µM]
CCc1ccccc1N(C)S(=O)(=O)c1ccc2[nH]cc(C(=O)O)c(=O)c2c1,17%,1%,11%,-9%[46 µM],?,-7%,-4%
O=C(N/C=C\c1ccccc1)NCc1ccc(Cl)cc1Cl,-3%,8%,-3%,6%,-15%,2%,2%[38.3 µM]
O=C(COc1ncnc2ccccc12)Nc1ccc(Cl)c(S(=O)(=O)N2CCOCC2)c1,3%[9.22 µM],·,·,·,-21%[10 µM],4%,·
CC(C)OP(=O)(OC(C)C)C(Nc1ccccc1)c1cccc2c1OCO2 (centres undefined),5%,8%,-21%,-18%,-13%[10 µM],5%,4%
COc1cccc(-c2noc(CCC(=O)Nc3cccnc3)n2)c1,?,1%,12%,-8%,-2%,5%,29%[38.3 µM]
Cc1noc(C)c1CSc1nc2[nH]ncc2c(=O)n1-c1ccccc1,?,0%,?,?,-64%[inhibitor][10 µM],-7%,8%
O=S(=O)(NC1=NCCCCC1)c1ccc(F)cc1,-15%[9.22 µM],·,·,·,-10%[10 µM],9%,·
COC(=O)c1cc(COc2ccc3c4c(c(=O)oc3c2)CCCC4)c(C)o1,9%,15%,-17%,-3%,4%,5%,1%[38.3 µM]
COc1ccc(N=C(C)C2=C(O)c3ccccc3C2=O)cc1,-32%,-9%,5µM*,?,-26%[10 µM],-10%,3%
CC1(C)CC(=O)c2sc(NC(=O)CN3CCCCC3)nc2C1,9%,2%,-4%,23%,2%,7%,4%[38.3 µM]
CCCOc1ccc(CC2CCC(=O)NC2=O)cc1 (centres undefined),9%,2%,15%,-3%,30%[10 µM],0%,-5%
O=c1oc2ccccc2c2c1C(c1ccc(Cl)cc1)Nc1ccc3ccccc3c1-2 (centres undefined),-15%,16%,-27%,5%,6%,3%,20%[38.3 µM]

# A portion from the list above:
SMILES,HttQ103 aggreg,Luc counter,SMN2 splice up,Lamin A splicing,HTT cytoprotect,CBFb RUNX1 block,IMPase Li cell
CCCOc1ccc(CC2CCC(=O)NC2=O)cc1 (centres undefined),9%,2%,15%,-3%,30%[10 µM],0%,-5%
O=c1oc2ccccc2c2c1C(c1ccc(Cl)cc1)Nc1ccc3ccccc3c1-2 (centres undefined),-15%,16%,-27%,5%,6%,3%,20%[38.3 µM]

# Continued.
SMILES,HttQ103 aggreg,Luc counter,SMN2 splice up,Lamin A splicing,HTT cytoprotect,CBFb RUNX1 block,IMPase Li cell
CCc1nc(SCC(=O)N2CCC(C)CC2)c2c(=O)n(C)c(=O)n(C)c2n1,-25%,1%,-13%,1%,-11%,1%,12%
Cc1cnc(CNc2ccnc(-c3ccccc3CN(C)C)n2)cn1,·,·,·,1%,11%,·,2%
COc1ccc(NC(=O)Nc2ccccc2SC)cc1OC,-9%[9.22 µM],-5%,·,-2%[46 µM],5%[10 µM],-2%,-2%
CCCS(=O)(=O)Nc1c(C(=O)OC)[nH]c2ccccc12,8%,-4%,8%,?,·,15%,-1%
C/C=C/C1=Cc2ccccc2C(C(C(=O)OC)C(=O)OC)N1C(=O)OC (centres undefined),·,-2%,-4%,·,0%,3%,2%
CN(C)S(=O)(=O)c1ccc(Nc2ccc(-c3ccc4c(c3)OCCO4)nn2)cc1,10%,-7%,2%,8%,-14%,-4%,?
C=C(C)C(=O)Oc1ccc(N2C(=O)CCC2=O)cc1,14%[9.22 µM],·,·,·,?,-22%,·
CCN(CC(=O)Nc1ccc(S(=O)(=O)N2CCCC2)cc1)CC(=O)Nc1cccc(OC)c1,-2%[9.22 µM],·,·,·,26%[10 µM],0%,·
COc1ccc(CCC(N)=O)cc1OC,5%,-2%,4%,0%,1%,-3%,-3%[38.3 µM]
Cc1ccc(S(=O)(=O)N(C)C)cc1NC(=O)CN1CCN(Cc2ccccc2)CC1,-1%,0%,-1%,-6%[46 µM],-6%,-2%,7%
COc1cc(/C=N/N2CCN(C3c4ccccc4-c4ccccc43)CC2)ccc1O,?,8%,-22%,?,4%[10 µM],-2%,4%
Cc1cc(C)nc(NC(=O)c2c(Cl)cccc2Cl)n1,8%[9.22 µM],-2%,·,·,-27%[10 µM],8%,4%
COc1cccc(-c2cc(=O)c3cc(NC(C)=O)ccc3[nH]2)c1,-10%,-10%,?,5%,·,2%[2.36 µM],-5%
CCCSc1ncnc2sc(C)c(C)c12,15%[9.22 µM],-2%,·,?,12%[10 µM],6%,4%
CCCCn1c(NCCC)nc2c1c(=O)[nH]c(=O)n2C,-8%,-1%,?,-5%,-18%,-2%,21%[38.3 µM]
O=C(CC1c2ccccc2Oc2ccccc21)Nc1ccccc1F,-23%,-7%,-18%,-7%,7%[10 µM],0%,8%
CC(=O)c1coc2c1cc(O)c1ccccc12,-12%,-3%,-9%,-1%,-12%,-1%,-2%[38.3 µM]
O=S(=O)(NC1CCCCC1)c1ccc(Cl)nc1,-14%,0%,2%,-6%,·,-2%,5%
CCC(=O)N1CCc2cc(Br)cc(S(=O)(=O)CCC(=O)NCC3CCCO3)c21 (centres undefined),2%,-3%,9%,18%[0.0737 µM],13%,1%,1%[38.3 µM]
O=C(COc1ccc(Cl)cc1)NCCSc1ccccc1,-1%,0%,-21%,6%,?,5%,5%[38.3 µM]
COC(=O)c1ccccc1NC(=O)CSCC(=O)Nc1ccccc1,3%,1%,-13%,8%,2%,1%,-8%[38.3 µM]
COC(=O)/C(C#N)=C1/SC=C(C)N1c1ccccc1,-16%,0%,-3%,5%,-24%[1.9 µM],18%,21%[38.3 µM]
CS/C(=N\S(=O)(=O)c1ccccc1)c1ccccc1,14%,3%,-2%,-6%,14%[0.074 µM],9%,3%
O=C(/C=C/c1ccco1)Nc1cccc(NC(=O)/C=C/c2ccco2)n1,-11%,0%,?,?,·,?,0%
COc1ccc(-c2c(C)nn3c(N4CCC(C(=O)N5CCCCC5)CC4)cc(C)nc23)cc1OC,0%[9.22 µM],·,·,·,-8%,5%,·
SMILES,HttQ103 aggreg,Luc counter,SMN2 splice up,Lamin A splicing,HTT cytoprotect,CBFb RUNX1 block,IMPase Li cell
Clc1ccc(CN2CCC(c3nc4ccc(Cl)cc4[nH]3)CC2)cc1,-10%,1%,-29%,4%[0.0737 µM],-48%[inhibitor],1%,7%[38.3 µM]
O=C(O)COc1ccccc1-c1ccccc1,5%[9.22 µM],·,·,·,16%[10 µM],3%,·
O=C(CCSc1ccccc1)NC1CCCC1,-29%,-3%,21%,-10%,0%[10 µM],-1%,17%[38.3 µM]
Cc1cc(NC(=O)CSc2nnc(C3COc4ccccc4O3)n2N)no1 (centres undefined),-9%[9.22 µM],·,·,·,-3%[10 µM],-14%,·
COc1ccc(/C(C)=N/NC(=O)c2ccccc2N)cc1,-3%,4%,24%,24%[46 µM],1%[10 µM],-5%,0%
Cc1ccc(S(=O)(=O)N=Nc2c(O)[nH]c3ccccc23)cc1C,-5%,-1%,1%,31%,-19%,7%,24%[38.3 µM]
COC(=O)Nc1sccc1C(=O)Nc1sccc1C(=O)OC,-15%,1%,-31%[inhibitor],15%,-53%[inhibitor],10%,-3%[38.3 µM]
CCOc1cc(/C=C(/C#N)c2nc3ccccc3[nH]2)ccc1OCc1ccc(C(=O)O)o1,-3%,0%,23%,-16%,16%,4%,-4%[38.3 µM]
COc1ccc(-n2cccc2/C=C2\C(=N)N3N=C(C(C)C)SC3=NC2=O)cc1,15%,4%,7%,13%[9.22 µM],-32%[inhibitor],-25%,-4%
